Compound activity as filed in PubChem.
Pol iota inh: inhibitors of human DNA polymerase iota; Pol iota fluorescent replication assay, 10 min; Potency, µM (top dose mostly 115 µM), for inactives: top-dose activity, negative = inhibition, usual class: inhibitors; Q9UNA4; 390,000 tested, 1% active; AID 588590; note: potency is the fitted concentration of half-maximal effect
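Pol iota at 10 nM preincubated 15 min with compounds at room temperature; reaction started with fluorescent substrate, 50 nM final. Fluorescence read kinetically at 0 and 10 min; buffer-only wells as negative control.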
12-LOX inh: ALOX12 (human) lipoxygenase inhibition; purified 12hLO, xylenol orange hydroperoxide absorbance; AID 1671190; Potency, µM (series often up to 108 µM), without a hit: top-dose activity change, negative = inhibition, actives largely listed as inhibitors; P18054; 580,000 tested, 1.1% active; note: potency is the fitted concentration of half-maximal effect; % is set by controls: 0 for no effect and ±100 for the full control effect
Target sequence (P18054 whole entry, looked up): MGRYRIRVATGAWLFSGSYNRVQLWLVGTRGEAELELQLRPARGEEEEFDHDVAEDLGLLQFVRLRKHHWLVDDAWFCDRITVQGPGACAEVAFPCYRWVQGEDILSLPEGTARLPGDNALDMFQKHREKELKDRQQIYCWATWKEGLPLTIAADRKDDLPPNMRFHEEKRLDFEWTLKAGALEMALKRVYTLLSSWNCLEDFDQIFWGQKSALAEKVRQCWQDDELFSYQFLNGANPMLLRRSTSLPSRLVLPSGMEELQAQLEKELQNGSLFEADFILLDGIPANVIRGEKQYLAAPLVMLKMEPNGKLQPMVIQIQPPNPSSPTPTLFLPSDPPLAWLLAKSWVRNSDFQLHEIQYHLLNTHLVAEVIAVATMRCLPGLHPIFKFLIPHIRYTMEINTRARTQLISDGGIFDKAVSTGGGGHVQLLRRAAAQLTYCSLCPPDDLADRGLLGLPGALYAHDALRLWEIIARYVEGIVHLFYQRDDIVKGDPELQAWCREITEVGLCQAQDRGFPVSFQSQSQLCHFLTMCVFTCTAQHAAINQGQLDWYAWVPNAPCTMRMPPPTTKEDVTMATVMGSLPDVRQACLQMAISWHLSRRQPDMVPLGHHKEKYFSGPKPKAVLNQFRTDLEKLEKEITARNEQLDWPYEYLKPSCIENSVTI
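Hydroperoxide product was detected by ferrous iron/xylenol orange as the 573 to 405 nm absorbance ratio. Arachidonic acid at 40 uM (final) was turned over for 30 min at room temperature by 150 nM human 12hLO, pH 7.0 Hepes buffer, after 15 min compound preincubation.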
Anesthetic bind: candidate novel general anesthetic via apoferritin binding. apoferritin/1-aminoanthracene competitive binding, fluorescence. Potency, µM (doses to about 77.5 µM), for inactives: at the top dose activity change, negative = displacement, actives largely listed as inhibitors. 350,000 tested, 0.074% active; note: potency is the fitted concentration of half-maximal effect; % is set by controls: 0 for no effect and ±100 for the full control effect; nearly all actives have a fitted effect of over 20% in size
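Horse-spleen apoferritin (10 uM) in 50% saturated 1-aminoanthracene in PBS was incubated 10 min at room temperature with compound. Fluorescence (ex 380, em 535 nm) was normalized to free and bound 1-AMA, with concentration-response fitted by a four-parameter Hill equation.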
Pol kappa inh: blocks human DNA polymerase kappa activity; purified Pol kappa, fluorescent DNA synthesis assay, 10 min; 400,000 tested, 0.53% active; Potency, µM (series often up to 107 µM), for inactives: at the highest dose activity, negative = inhibition, most hits filed as inhibitors; Q9UBT6; note: potency is the fitted concentration of half-maximal effect; % is set by controls: 0 for no effect and ±100 for the full control effect
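Kinetic fluorescence screen: compound preincubated 15 min RT with 10 nM enzyme; 50 nM substrate (final) initiates; reads at 0/10 min.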
ERG Ets-DNA blk: blocks human ERG Ets domain binding to DNA; P11308; fluorescence polarization, His-ERG Ets domain / labelled DNA; Potency, µM (titrated, usually from 76.9 µM), inactives show at the highest dose FP activity, negative = inhibition, most hits filed as inhibitors; 370,000 tested, 0.028% active; AID 624246; active = well fitted inhibition curve with a large enough effect in the polarisation, with a control signal flat; inconclusive = small, poorly fitted or top-dose-only effect, or effect the other way, or a change in a side signal; inactive = no such curve, though single readings can be large or run the other way; the % refers to the polarisation;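 note: polarization taken with two DNA probes labelled with fluorescein and Texas red; potency is the fitted concentration of half-maximal effect; % of control where 0% means no effect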
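His-tagged ERG Ets domain (1 uM in the protein solution; 300mM KCl, 50mM Tris-HCl, 1mM EDTA, 1mM DTT, pH 7.5) received compound, then a probe mix of 5 nM fluorescein-DNA and 100nM Texas-615-DNA. Fluorescence polarization was read for both dyes.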
TRHR agonist: agonists of human TRH receptor. TRHR cells, calcium flux fluo-8, FDSS agonist mode. activation, % at 2 µM. 360,000 tested, 0.18% active. AID 493084; in the data active = activation above about 30%; note: 0% is about no effect
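Steps: seed TRHR cells overnight; add fluo-8 no-wash Ca dye, RT 30 min–1.5 h; record 10 s baseline; pin-transfer compounds; monitor fluorescence 1 cycle/s for the agonist window. Calcium increases flag candidate agonists.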
APEX1 inh: inhibitors of human APE1 endonuclease. recombinant APE1, TAMRA/BHQ-2 abasic DNA cleavage fluorescence. Potency, µM (top dose mostly 65.8 µM), without a hit: at the highest dose activity change, negative = inhibition, most hits filed as inhibitors. 350,000 tested, 0.35% active. AID 2517;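 note: potency is the fitted concentration of half-maximal effect; plate controls were vehicle for no effect and reference inhibitor for full effect; nearly all actives have a fitted effect of over 55% in size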
Target sequence (P27695 whole entry, looked up): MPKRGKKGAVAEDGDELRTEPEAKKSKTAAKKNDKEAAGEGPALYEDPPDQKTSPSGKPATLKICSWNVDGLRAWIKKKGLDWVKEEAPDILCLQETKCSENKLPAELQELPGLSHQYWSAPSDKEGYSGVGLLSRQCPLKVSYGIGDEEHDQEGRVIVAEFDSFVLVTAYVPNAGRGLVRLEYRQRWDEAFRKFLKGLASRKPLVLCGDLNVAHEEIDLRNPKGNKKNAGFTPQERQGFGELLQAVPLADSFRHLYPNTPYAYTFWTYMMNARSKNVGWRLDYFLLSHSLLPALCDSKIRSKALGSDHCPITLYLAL
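Activity was derived from the fluorescence gain between first and third kinetic reads (60 s intervals, ex 525/em 598 nm) after 50 nM THF-abasic TAMRA/BHQ-2 duplex was added to 0.75 nM APE1 preincubated 15 min with compound.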
Pol beta inh: DNA polymerase beta (human) inhibition; P06746; Pol beta primer extension/strand displacement, fluorescence kinetic; 340,000 tested, 1.3% active; Potency, µM (top dose mostly 114 µM), without a hit: at the top dose activity change, negative = inhibition, most hits filed as inhibitors; AID 485314; note: potency is the fitted concentration of half-maximal effect; % is set by controls: 0 for no effect and ±100 for the full control effect
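Homogeneous kinetic assay of primer extension and strand displacement by 10 nM Pol beta, preincubated 15 min at room temperature with compound before 50 nM substrate (final) was added. Read at 0 and 10 min; four-parameter Hill fit.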
BLM helicase inh: blocks DNA unwinding by human BLM helicase. P54132. recombinant BLM DNA unwinding, fluorescence dequenching. Potency, µM (highest dose often 56.1 µM), without a hit: at the top dose activity change, negative = inhibition, hits mostly inhibitors. 350,000 tested, 0.2% active;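 note: potency is the fitted concentration of half-maximal effect; plate controls were vehicle for no effect and no enzyme for full effect; nearly all actives have a fitted effect of over 35% in size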
Numbers without * were called inactive; u = inconclusive; x = not tested or not shown; [ ] = remark or other dose. Unless noted, calls come from the whole dose curve; as a rule, active = well fitted curve in the direction sought with a large enough effect; inconclusive = small, poorly fitted or top-dose-only effect, or another doubt; inactive = no such curve, though single readings can be large; an effect the other way counts as inactive or inconclusive. A portion of the library; count on the stated rates, not on these rows.

Molecule	Pol iota inh	12-LOX inh	Anesthetic bind	Pol kappa inh	ERG Ets-DNA blk	TRHR agonist	APEX1 inh	Pol beta inh	BLM helicase inh
CCCC(=O)NC(=S)Nc1cccc2c(O)cccc12	41%[activator]	u	-14%	-6%	43%[activator]	0.1	-2%	-2%	-7%
Cc1ccccc1C(=O)N(Cc1nc(-c2ccc(Cl)cc2)no1)C(C)C	8%	u	-2%	6%	4%	0.3	x	0%	-10%
CCC(C)NC(=O)c1ccc(CSCc2cccc(F)c2)o1 (configuration not stated)	8%	13%	-13%	-11%	-8%	-1.1	22%	17%	-5%
Brc1ccc(OCCCOc2cccc3cccnc23)cc1	35%	2%	u	0%	-13%	-0.3	-23%	-10%	-5%
Cc1ccccc1-c1nc2ccccc2c(=O)n1C1CCS(=O)(=O)C1 (configuration not stated)	26%	-3%	-5%	-8%	x	0.2	-3%	4%	-5%
Cc1cc(C)cc(NC(=O)CSc2nc3c(c(=O)n2C)SC(C)C3)c1 (configuration not stated)	22%	-7%	-3%	6%	-1%	-1.9	-4%	-2%	0%
Cc1ccc(-c2nnc(SCC(=O)N/N=C/c3c(C)nn(-c4ccccc4)c3C)n2-c2ccc(C)cc2)cc1	-4%	-16%	-2%	-5%	0%	0.8	-2%	0%	-10%
Cc1nn(C)cc1/C=N\NC(=O)Cc1ccc([N+](=O)[O-])cc1	28%	28%	-15%	0%	-1%	1.4	0%	-24%	2%
COc1cc(OC)c(OC)cc1CN1CCCC(C(=O)c2sccc2C)C1 (configuration not stated)	36%[activator]	-2%	5%	-22%	3%	-0.8	1%	-20%	-1%
COc1ccc(S(=O)(=O)Nc2ccc(F)c(F)c2)cc1C(=O)N1CCOCC1	58%[activator]	4%	31%[activator]	-7%	-2%	-0.5	-10%	36%	0%
Cc1ccc(O)c(NC(=O)CCCC(=O)O)c1	21%	17%	-9%	-13%	x	0.0	1%	22%	-1%
CCC(CCNC(=O)c1ccccc1)(CCNC(=O)c1ccccc1)[N+](=O)[O-]	9%	-9%	x	-4%	-1%	x	x	x	x
COc1cc(C2/C(=C(\O)c3ccc4c(c3)OCCO4)C(=O)C(=O)N2Cc2ccco2)cc(OC)c1OC (configuration not stated)	0%	-13%	-4%	8%	14%	0.3	28%	-29%	0%
CC(=O)N(O)[C@@H]1c2cc(C#N)ccc2OC(C)(C)[C@H]1O	x	u	1%	x	x	x	-4%	x	1%
CC(NC(=O)CN(C)CC(=O)Nc1ccc(F)c(F)c1F)c1ccccc1 (configuration not stated)	14%	6%	-10%	-3%[60.1 µM]	10%	0.2	-1%	12%	-3%
Cc1cccc(C#N)c1NC1=CC(=O)CC(C)(C)C1	u	-4%	-14%	0%	-7%	-0.2	-6%	-1%	2%
Cc1c(Cl)cnc(NC(=O)COC(=O)C2CC2)c1Cl	-14%	u	x	-24%	-13%	x	-3%	x	x
O=c1[nH]nc(SCc2nc3ccccc3s2)n1C1CC1	-8%	-14%	-11%	-24%	0%	-0.4	14%	24%	0%
O=C(OCc1cc(Cl)cc2c1OCOC2)c1cccnc1Cl	27%	2%	x	-10%	-6%	x	9%	x	x
COc1cccc(-c2cc(C(=O)N3C(C)CCCC3C)no2)c1 (configuration not stated)	3%	5%	u	-6%	-1%	-0.9	u	3%	0%
COC(=O)CN1C(=S)N(c2ccc(F)cc2)C(=O)C1CC(=O)Nc1ccccc1 (configuration not stated)	155%[activator]	u	-8%	-13%	-8%	0.3	-3%	10%	-13%
Cc1cc(NC(=O)CSc2ncnc3c2cnn3-c2ccccc2)no1	66%[activator]	-2%	-1%	4%	3%	0.6	u	-2%	-1%
Cc1ccc(-c2cc(C(=O)O)c3ccccc3n2)s1	-23%	u	231%[activator]	-15%	6%	0.9	-4%	18%	-2%
O=[N+]([O-])c1ccc(O)c(/C=N/n2cnc3ccccc32)c1	4%	-7%	-7%	-10%	11%	1.7	4%	1%	3%
C=CCOc1ccc(C(=O)O)cc1Cl	-12%	-7%	-3%	-11%	2%	-0.1	-2%	55%	1%
O=C(OC12CC3CC(CC(C3)C1)C2)c1ccc(NCc2cc(O)ccc2O)cc1	15%	32µM*	x	-9%	5%	x	x	x	x
CCOC(=O)C1(Cc2cccc(OC)c2)CCN(Cc2cccc(OC)c2O)CC1	61%[activator]	u	-8%	-9%	-3%	-1.1	2%	0%	-1%
CCC(=O)NC(=S)Nc1ccc(NC(=O)c2cc3ccccc3o2)c(OC)c1	24%	-7%	5%	-10%	4%	1.3	6%	-1%	-9%
O=C(Nc1nc(-c2ccccn2)cs1)Nc1ccc(F)cc1F	-13%	u	6%	0%	-10%	-0.4	24%	8%	-8%
C/C(=N/NC(=O)c1ccncc1)c1ccccc1	81%[activator]	u	-7%	-1%	1%	0.2	-4%	45%	-4%
CCCN(CCC)C(=O)C1CCCN(S(=O)(=O)c2cc(Br)cc3c2N(C(=O)CC)CC3)C1 (configuration not stated)	-7%	1%	-2%	-9%	2%	-1.0	x	-15%	-3%
CC(NC(=O)CCc1ccccc1)c1cc2c(cc1Cl)OCCO2 (configuration not stated)	12%	18%	3%	-3%	-9%	0.2	1%	-16%	4%
CC(C)(C)OC(=O)C[C@H]1C/C=C\C[C@@H](CC(=O)N(CCO)Cc2ccccc2)C(=O)N2CCC[C@H]2COC1=O	12%	4%	x	17%	12%	x	-14%	x	x
CCOC(=O)CCC(=O)c1c(C)oc2ccc(OC)cc12	12%	-2%	4%	3%	-13%	0.4	-3%	0%	-5%
c1ccc(Cc2nn3c(COc4ccccc4)nnc3s2)cc1	34%[activator]	u	u	10%	7%	-0.7	-1%	-24%	-1%
O=C(CN1C(=O)/C(=C/c2ccco2)SC1=S)NC1CCS(=O)(=O)C1 (configuration not stated)	u	u	-13%	u	40%[activator]	0.0	-42%	u	-3%
CC(C)C(C(=O)Nc1sc2c(c1C#N)CCCCC2)N1C(=O)c2ccccc2C1=O (configuration not stated)	-10%	5%	u	-7%	3%	-0.2	1%	14%	-6%
c1csc(Cc2nc(-c3ccc(-n4cccc4)cc3)no2)c1	-12%	-5%[57.4 µM]	x	-9%	4%	x	x	x	x
COc1ccc(C(=O)N(Cc2ccc(N(C)C)cc2)CC2CCCO2)cc1 (configuration not stated)	20%	-24%	4%	-4%	0%	-0.1	x	2%	3%
CCOc1ccc2c(c1)s/c(=N\S(=O)(=O)c1ccc(OC)cc1)n2C(F)F	5%	-7%	0%	1%	-8%	1.0	2%	-4%	4%
Cc1ccc(C2/C(=C(\O)c3c(C)nc4ccccn34)C(=O)C(=O)N2CCN(C)C)o1 (configuration not stated)	127%[activator]	-1%	1%	5%	0%	0.9	3%	-25%	-6%
CCN(CC)CC(=O)n1c2c(c3ccccc31)CCCC2	7%	0%	-14%	-4%	-1%	0.9	-4%	-15%	-10%
COc1ccc2c(c1)C(=O)OC2CC(=O)O (configuration not stated)	8%	29%	-6%	-17%	6%	0.4	-6%	38%	-1%
CN(CCc1ccccn1)C(=S)Nc1ccc(Cl)c(Cl)c1	82%[activator]	-7%	-5%	-3%	1%	-0.2	-8%	-22%	-5%
O=C(OCc1ccccc1F)c1ccc(-c2nnn(Cc3ccccc3)n2)cc1	-1%	-3%	53%[activator]	-2%	-21%	-3.3	x	-1%	0%
CCn1c(C(=O)NCc2ccccc2Cl)cc2sc(Cl)cc21	5%	-26%	52%[activator]	-4%	5%	0.0	x	-18%	-6%
CCSc1nnc(NC(=O)CSc2nccn2-c2cc(C)cc(C)c2)s1	16%	16%	-9%	-20%	-3%	-0.5	-3%	35%	-2%
CC1CC(C)CN(C(=O)COC(=O)c2ccc[nH]c2=O)C1 (configuration not stated)	11%	-4%	-13%	-12%	10%	0.3	0%	2%	0%
COc1ccc(Cl)cc1N(CC(=O)Nc1ccccc1C(=O)N1CCCC1)S(C)(=O)=O	118%[activator]	-18%	3%	2%	0%	0.6	4%	54%	-12%
CSC(=NC#N)N1CCN(C(=NC#N)SC)CC1	27%	13%	0%	-13%	u	1.0	u	3%	-6%

(list continues)
Molecule	Pol iota inh	12-LOX inh	Anesthetic bind	Pol kappa inh	ERG Ets-DNA blk	TRHR agonist	APEX1 inh	Pol beta inh	BLM helicase inh
COc1ccc(Cn2ccc3nc(C)c(C(=O)NCc4ccc(SC)cc4)cc3c2=O)cc1	23%	-14%	-1%	-20%	3%	0.3	x	-22%	-15%
COc1ccccc1NC(=O)c1c(C)nc2ccccc2c1C(=O)O	-3%	14µM*	9%	-12%	2%	0.7	u	17%	0%
CC(=O)Nc1ccc(NC(=O)CSc2nnnn2-c2ccc3c(c2)OCCO3)cc1	-11%	-13%	0%	-7%[60.1 µM]	4%	0.4	0%	u	-6%
Cc1ccc(OC(=O)C2CCN(C(=O)c3ccccc3C)CC2)c(Br)c1	20%	-3%	x	-7%	x	-0.8	-2%	x	x
Cn1c(-c2sc3cc(C(F)(F)F)cnc3c2-c2ccccn2)n[nH]c1=S	49%[activator]	u	-9%	1%	5%	-0.2	2%	6%	-1%
COc1cc(N/C(N)=N/c2nc(C)cc(C)n2)c(OC)cc1Cl	30%	-18%	-17%	18%	6%	1.6	1%	32%	52%[activator]
CCCCCC(=O)Nc1sc(C)c(C)c1C#N	-3%	u	-5%	-3%	10%	0.4	-6%	-2%	-12%
